From PubChem
ABCB6 inh MLPCN = human ABCB6 transporter inhibition; fluorescence ratio to DMSO, % at 10 µM; K562-ABCB6 porphyrin accumulation, flow cytometry, 1 h; hits give low values; Q9NP58; 360,000 tested, 0.19% active;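 active means fluorescence ratio to DMSO below 75%, the collection mean minus 3 SD; inconclusive means too few cells collected in the well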;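 further: signal is porphyrin accumulated inside mitochondria; 100% equals median channel fluorescence of DMSO control wells; lower ratio means ABCB6 inhibition with less porphyrin fluorescence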
hiPSC survival = hiPSC single-cell survival enhancement; ATPlite luminescence; 100% = ROCK inhibitor wells, 0% = DMSO; survival enhancement, % at 20 µM; 360,000 tested, 0.044% active; AID 602274; in the data active means survival enhancement above about 18%;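 further: cells exposed to compounds for 16 hours before the ATP read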
aDG glyco up = alpha-DG glycosylation activation. Pro5-aDG cells, alpha-DG glycosylation AlphaScreen (IIH6); 0% Pro5, 100% B10-LARGE cell signal. activation, % at 10 µM. 360,000 tested, 0.22% active. AID 624168;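 active means activation of at least 8% versus controls, or a plate z-score of at least 8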;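 further: Pro5 are CHO cells carrying HIG-tagged alpha-DG that lacks glycosylation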
HTR2A ag = activates the mouse 5-HT2A serotonin receptor; 360,000 tested, 0.66% active; activation, % at 7.6 µM; CHO-K1 mHTR2A beta-arrestin complementation, luminescence; percent of 30 µM serotonin response;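 active means activation above a run cutoff, the mean activation of all tested compounds plus 3 SD, cut at about 14% in these data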;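 further: 0% = plate median of compound wells and 100% = 30 µM serotonin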
Target sequence (P35363 whole entry, looked up): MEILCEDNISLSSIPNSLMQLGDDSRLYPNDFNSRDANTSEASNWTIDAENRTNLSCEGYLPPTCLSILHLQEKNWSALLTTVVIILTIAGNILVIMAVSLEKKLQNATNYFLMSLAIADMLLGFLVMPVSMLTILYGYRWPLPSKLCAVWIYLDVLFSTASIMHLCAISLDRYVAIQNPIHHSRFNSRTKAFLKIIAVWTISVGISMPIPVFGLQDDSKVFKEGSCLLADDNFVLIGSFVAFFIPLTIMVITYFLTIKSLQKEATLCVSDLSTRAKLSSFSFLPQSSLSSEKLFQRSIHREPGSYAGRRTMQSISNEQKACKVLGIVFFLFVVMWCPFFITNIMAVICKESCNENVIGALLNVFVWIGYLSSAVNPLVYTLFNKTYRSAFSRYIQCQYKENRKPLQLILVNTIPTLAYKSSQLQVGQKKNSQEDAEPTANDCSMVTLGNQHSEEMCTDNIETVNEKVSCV
MC4R antag cAMP = human MC4R antagonism in cAMP assay | P32245 | MC4R-expressing cells, MTII-stimulated cAMP, LANCE TR-FRET | inhibition, % at 6.5 µM | 360,000 tested, 0.48% active | AID 540295;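 active means inhibition above its plate's cutoff, the mean of tested wells on that plate plus 3 SD, cut at about 29% in these data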;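 further: 0% = Melanotan II alone and 100% = Melanotan II plus saturating MCL0020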
Target sequence (P32245 whole entry, looked up): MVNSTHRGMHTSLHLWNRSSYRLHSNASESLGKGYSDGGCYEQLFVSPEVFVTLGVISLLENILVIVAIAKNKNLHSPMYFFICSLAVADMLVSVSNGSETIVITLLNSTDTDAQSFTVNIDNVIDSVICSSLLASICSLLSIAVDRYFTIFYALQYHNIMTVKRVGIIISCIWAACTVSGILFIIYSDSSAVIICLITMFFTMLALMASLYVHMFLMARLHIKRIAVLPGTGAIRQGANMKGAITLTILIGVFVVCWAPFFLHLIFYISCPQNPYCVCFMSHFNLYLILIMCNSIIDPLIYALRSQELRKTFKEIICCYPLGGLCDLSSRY
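Assay system: U2OS cells stably expressing human melanocortin 4 receptor (MC4R) / Dosing: 6.5 µM / Timing: compound 30 min, challenge 1 h, detection 1 h / Measured by: Eu-cAMP/anti-cAMP TR-FRET, emission 671 nm / Replicates: singlicate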
N-glyco inh = N-linked glycosylation inhibition; AID 588692; 360,000 tested, 0.23% active; D54 ERlucT glycosylation luciferase reporter, 24 h; percent of 100 nM tunicamycin response; reporter increase, % at 12.5 µM;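 active means mean luciferase reporter signal, scaled so untreated is 0 and the glycosylation-blocking control 100, at or above a set limit in every replicate; inconclusive means mean reaches the limit but not every replicate does; inactive means mean below the limit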;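 further: luciferase carries N-glycosylation sites so blocking glycosylation raises the light; 0% = median of neutral control wells and 100% = median of 100 nM tunicamycin wells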
H9c2 protect = myocardial damage modulation in H9c2 cells; 360,000 tested, 0.63% active; protection from H2O2 cell death, % at 20 µM; H9c2 cardiomyocytes, H2O2 injury protection, ATPLite, 2 h;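 active means compounds giving at least 50% protection of heart cells from peroxide-induced death in the single-dose screen, raw or plate-pattern-corrected value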;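 further: 0% = DMSO wells with peroxide and 100% = DMSO wells without peroxide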
ABHD5 PLIN5 PPI = ABHD5-PLIN5 protein interaction inhibition; Split G. princeps luciferase complementation, luminescence, 4 h; inhibition, % at 4 µM; 360,000 tested, 0.78% active;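 active means inhibition above the mean inhibition across every tested compound plus 3 SD, cut at about 22% in these data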;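 further: 0% = DMSO only wells and the 100% control is not disclosed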
MC4R ag barr = activates human MC4R beta-arrestin recruitment; P32245; U2OS MC4R beta-arrestin complementation, luminescence; percent of melanotan II response, DMSO zero; activation, % at 8.9 µM; 360,000 tested, 0.98% active;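 active means activation above a per-plate cutoff, the mean activation of sample wells on that plate plus 3 SD, cut at about 8% in these data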
Granule exo inh = blocks lytic granule exocytosis; TALL-104 LAMP-1 surface exposure, flow cytometry; cells stimulated with thapsigargin and PMA; inhibition, % at 10 µM; 360,000 tested, 0.66% active; AID 651702;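 active means inhibition above about 55%, limit read from the data; inconclusive means no clear call, values can overlap the other calls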
* = called active by the depositor; ? = inconclusive.

SMILES	ABCB6 inh MLPCN	hiPSC survival	aDG glyco up	HTR2A ag	MC4R antag cAMP	N-glyco inh	H9c2 protect	ABHD5 PLIN5 PPI	MC4R ag barr	Granule exo inh
Cc1sc2nc(C)n(/N=C/c3ccccc3)c(=O)c2c1C	97	0.9	0.0	-2	4	0	5	-1	5.2	-4
CCc1ccc(OCC(=O)NC(NC(=S)Nc2ccc(C)cc2C)C(Cl)(Cl)Cl)cc1 (stereo not drawn)	86	-0.5	0.1	2	4	2	5	-3	0.3	-2
O=C(NCc1ccc2c(c1)OCO2)c1cc(-n2cnnc2)ccc1Cl	101	-2.4	0.0	-4	-1	1	2	0	-1.8	0
O=C(c1cccc(F)c1)N1CCN(S(=O)(=O)Cc2ccccc2)CC1	96	-0.7	0.0	-1	0	1	1	1	-1.6	-1
O=C(COC(=O)c1ccc(OC(F)F)cc1)Nc1cccc(S(=O)(=O)NC2=NCCC2)c1	100	0.3	0.2	-7	7	1	3	-8	-0.1	-6
CCOCCCn1c(SCc2nc3ccccc3s2)nc2ccccc2c1=O	97	-1.2	0.0	-2	-6	-13	-2	-3	-1.1	0
O=C(C1CCCC1)N1CCN(S(=O)(=O)c2cccc(Cl)c2Cl)CC1	98	0.6	-0.1	-1	1	0	0	-2	-0.3	-4
Cc1cccc(C)c1NC(=O)CSc1nnc(Cc2ccccc2)o1	97	7.1	0.3	2	1	-2	-3	0	-1.9	1
CCOC(=O)c1ccccc1Nc1cn(C(C)=O)c2ccccc12	101	-0.4	-0.1	1	-21	?	-14	-4	1.6	3
Cn1c(CNc2ccc(Cl)cc2)nnc1SCCN1CCCCC1	104	5.9	-0.3	-4	3	1	-3	-2	-1.1	-1
Cc1ccccc1S(=O)(=O)NC(=O)C1(C)CCN1C(=O)C1CCCCC1 (stereo not drawn)	105	-3.5	-0.4	-2	9	1	0	-1	0.0	-2
O=C(CNCC1CCCO1)N1CCN(S(=O)(=O)c2ccc3ccccc3c2)CC1 (stereo not drawn)	96	1.5	0.0	0	1	2	3	1	0.9	12
Cn1c(=O)[nH]c(=O)c2c1nc(Br)n2Cc1ccccc1Cl	98	-0.1	0.3	3	23	0	3	-5	-0.5	-1
O=C(CN1C(=O)NC2(CCCC2)C1=O)NCCc1ccc(F)cc1	159	4.4	0.3	2	1	0	0	-7	-2.4	3
CCOC(=O)C1=C(c2ccccc2)NC(SCC(N)=O)=C(C#N)C1c1cccnc1 (stereo not drawn)	99	-1.1	-0.7	1	12	1	7	-1	-2.9	4
Cc1nn(C)c(C)c1NC(=O)COc1ccccc1C#N	88	1.1	-0.3	1	5	2	2	3	-2.5	-2
O=C(CCCn1c(=O)c2ccccc2n(CC(=O)N2CCN(c3ccccc3)CC2)c1=O)NCc1ccco1	92	-0.1	0.0	0	-2	-1	8	5	1.1	-10
CC(=O)Nc1ccc(CNc2nc(NCc3cccs3)nc3ccsc23)cc1	99	2.4	0.0	-8	8	-3	-8	11	0.7	4
CCNC(=O)N1c2ccc(OC)cc2C(C)=CC1(C)C	100	5.6	0.2	1	-4	0	0	-5	-1.3	1
O=C(CCC1CCCC1)NNC(=O)c1ccccc1O	100	0.7	0.2	-6	12	2	35	2	-4.3	-11
O=C(C1CCN(S(=O)(=O)c2cccs2)CC1)N(c1ccccn1)C1CCCCC1	101	2.7	0.2	-1	0	-3	18	-3	-3.9	10
CN(CC1COc2ccccc2O1)C(=O)CSc1nncs1 (stereo not drawn)	102	0.4	-0.2	4	0	2	-2	0	-1.0	-2
Cc1c(OCC(=O)N(C)C)ccc2c3c(c(=O)oc12)CCCCC3	104	-2.2	0.0	10	-7	0	0	-4	-3.4	-10
Cc1ccc2nc(SCC(=O)Nc3ccc(F)cc3F)nc(=O)n2c1	100	0.1	0.3	6	6	0	6	0	-1.7	-1
O=[N+]([O-])c1ccc(NCCCNS(=O)(=O)c2ccccc2)c(Cl)c1	107	-0.3	0.8	-3	-1	-3	-10	0	2.5	3
CCC(C)C(=O)Nc1nc(C)c(-c2csc(Nc3ccccc3OC)n2)s1 (stereo not drawn)	101	-1.2	0.9	-9	8	-11	-10	-25	-1.6	-3
S=c1[nH]nc(/C=C/c2ccccc2)o1	348	1.7	-0.1	-1	6	0	-1	-3	-0.4	-1
COc1ccc(N(CC(=O)NCc2ccco2)S(=O)(=O)c2ccc(C)cc2)cc1	95	1.0	0.2	1	17	-3	7	1	0.5	4
O=C(COC(=O)COc1cccc(Br)c1)Nc1ccc(F)cc1F	99	0.2	0.1	0	-2	0	-5	-6	-1.1	1
CCOC(=O)C1CCN(Cc2cnc(Oc3ccc(OC)cc3)s2)CC1	98	0.4	0.2	22*	2	0	-3	0	-1.6	-1
O=C1N(c2ccccc2)C2CS(=O)(=O)CC2N1c1ccc(Br)cc1 (stereo not drawn)	108	4.4	-0.1	-4	12	1	4	-3	0.2	-3
CC1(C(=O)Nc2ccc(Cl)cc2)Cc2c(-c3cccc(C(N)=O)c3)ccnc2O1 (stereo not drawn)	100	-1.8	-0.3	3	-4	21	6	-5	0.2	6
COc1ccc([N+](=O)[O-])cc1NC(=O)Cc1ccc(C)cc1	105	-0.9	0.0	1	10	2	-2	3	0.7	2
CC1CCN(C(=O)C2CCC(=O)N(Cc3ccc(Cl)cc3)C2)CC1 (stereo not drawn)	102	-0.4	-0.2	9	13	2	-6	11	-1.6	-3
C[C@@H]1C=C(C(=O)NCc2nc3ccccc3[nH]2)O[C@H](OCCCCO)C1	94	-2.3	0.0	-2	-4	3	19	-17	-1.3	-3
O=[N+]([O-])c1cccc(-c2ccc(SCc3ccccn3)nn2)c1	98	-0.5	-0.1	0	8	0	6	4	0.4	-1
COC(=O)CC(c1ccccc1F)N1Cc2ccccc2C1=O (stereo not drawn)	89	2.9	0.2	1	6	-1	1	0	-2.7	2
O=C(/C=C/c1ccc(Cl)cc1)N1CCN(c2ccccn2)CC1	104	0.6	0.0	7	-5	2	-8	5	1.5	-2
O=C(Cc1c(F)c(F)c(F)c(F)c1F)OC12CC3CC(C1)C(=O)C(C3)C2	103	-3.7	0.0	-1	14	3	-6	-14	-0.4	6
COc1ccc(S(=O)(=O)N2CCC(C(=O)NCCCc3ccccc3)CC2)cc1	101	-0.1	0.0	4	0	-3	-2	5	-1.7	30
Cc1ccc(NC(=O)CN2C(=O)c3ccccc3C2=O)nc1	99	-0.1	-0.2	0	5	0	-6	0	1.6	2
COc1ccc(C2C(C(=O)c3ccc(C)o3)=C(O)C(=O)N2CC2CCCO2)cc1OC (stereo not drawn)	99	-0.4	-0.1	1	-2	3	13	0	-1.7	0
COc1cc(CNC2CCCC2)cc(OC)c1	99	-2.4	-0.1	1	4	-3	0	5	-2.2	3
O=C(/C=C/c1ccccc1)NC(=S)Nc1ccc(N2CCOCC2)c(Cl)c1	100	0.2	-0.1	0	3	-3	-2	4	3.6	0

Laid out differently: 11 of the compounds above
Every second line gives: ABCB6 inh MLPCN	hiPSC survival	aDG glyco up	HTR2A ag	MC4R antag cAMP	N-glyco inh	H9c2 protect	ABHD5 PLIN5 PPI	MC4R ag barr	Granule exo inh
- O=C1N(c2ccccc2)C2CS(=O)(=O)CC2N1c1ccc(Br)cc1 (stereo not drawn)
  108	4.4	-0.1	-4	12	1	4	-3	0.2	-3
- CC1(C(=O)Nc2ccc(Cl)cc2)Cc2c(-c3cccc(C(N)=O)c3)ccnc2O1 (stereo not drawn)
  100	-1.8	-0.3	3	-4	21	6	-5	0.2	6
- COc1ccc([N+](=O)[O-])cc1NC(=O)Cc1ccc(C)cc1
  105	-0.9	0.0	1	10	2	-2	3	0.7	2
- CC1CCN(C(=O)C2CCC(=O)N(Cc3ccc(Cl)cc3)C2)CC1 (stereo not drawn)
  102	-0.4	-0.2	9	13	2	-6	11	-1.6	-3
- C[C@@H]1C=C(C(=O)NCc2nc3ccccc3[nH]2)O[C@H](OCCCCO)C1
  94	-2.3	0.0	-2	-4	3	19	-17	-1.3	-3
- O=[N+]([O-])c1cccc(-c2ccc(SCc3ccccn3)nn2)c1
  98	-0.5	-0.1	0	8	0	6	4	0.4	-1
- COC(=O)CC(c1ccccc1F)N1Cc2ccccc2C1=O (stereo not drawn)
  89	2.9	0.2	1	6	-1	1	0	-2.7	2
- O=C(/C=C/c1ccc(Cl)cc1)N1CCN(c2ccccn2)CC1
  104	0.6	0.0	7	-5	2	-8	5	1.5	-2
- O=C(Cc1c(F)c(F)c(F)c(F)c1F)OC12CC3CC(C1)C(=O)C(C3)C2
  103	-3.7	0.0	-1	14	3	-6	-14	-0.4	6
- COc1ccc(S(=O)(=O)N2CCC(C(=O)NCCCc3ccccc3)CC2)cc1
  101	-0.1	0.0	4	0	-3	-2	5	-1.7	30
- Cc1ccc(NC(=O)CN2C(=O)c3ccccc3C2=O)nc1
  99	-0.1	-0.2	0	5	0	-6	0	1.6	2
